UHRF1 MBD2 ctr: UHRF1 methylated DNA binding inhibitors, primary screen, counter-screen for MBD2 inhibitor project, biochemical, TR-FRET, human UHRF1, single concentration. E3 ubiquitin-protein ligase UHRF1 (Homo sapiens), Q96T88. UHRF1 binding to methylated oligo. inhibition, % at 4.4 µM. 0.75% of 370,000 active. AID 687016, 2013; in the data active means inhibition above about 21%;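 further: UHRF1 SRA domain binding a hemimethylated CpG hairpin DNA probe; 0% = median of test compound wells and 100% = reference inhibitor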
NR1D1 modulator: modulators of Rev-erb alpha DNA binding, primary screen, biochemical, FITC-DNA, fluorescence polarization, uHTS | Nuclear receptor subfamily 1 group D member 1 (Homo sapiens), P20393 | Rev-erbα–FITC-DNA binding, 90 min | activity, % at 10 µM | 0.79% of 370,000 active | AID 1259318, 2017;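 active means activity above about 14%, limit read from the data; passing the limit was not always enough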;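 further: 0% = DMSO wells with 35 nM protein and 100% = DMSO wells with 750 nM protein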
mABHD4 FP: ABHD4 inhibitors, primary screen, biochemical, fluorescence polarization, mouse. 0.54% of 370,000 active. (Lyso)-N-acylphosphatidylethanolamine lipase (Mus musculus), Q8VD66. purified mABHD4, FP-Rh probe fluorescence polarization. AID 720543, 2013. inhibition, % at 8.92 µM;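 active means inhibition exceeding the mean over every tested compound plus 3 SD, cut at about 30% in these data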;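 further: 0% = plate median of compound wells and 100% = S159A mutant with DMSO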
Target sequence (Q8VD66 whole entry, looked up): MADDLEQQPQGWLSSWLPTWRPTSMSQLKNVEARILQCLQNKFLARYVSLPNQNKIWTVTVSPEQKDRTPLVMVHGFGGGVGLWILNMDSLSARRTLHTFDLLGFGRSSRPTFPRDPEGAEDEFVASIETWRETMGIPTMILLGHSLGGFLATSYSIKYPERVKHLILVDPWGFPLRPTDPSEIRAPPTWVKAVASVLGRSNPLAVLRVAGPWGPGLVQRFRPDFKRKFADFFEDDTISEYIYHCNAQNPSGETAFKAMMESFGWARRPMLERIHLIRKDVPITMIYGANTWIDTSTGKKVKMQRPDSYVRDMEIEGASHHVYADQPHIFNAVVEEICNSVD
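Doses – 8.92 µM, single dose · Material – wild-type mouse ABHD4 protein · Replication – single well per compound (singlicate) · Measure – percent inhibition of probe binding, normalized to plate controls · Schedule – 45 min compound pre-incubation plus 60 min probe step, 25 °C · Detection – fluorescence polarization with parallel and perpendicular emission, 525/598 nm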
TCR CD3 inh: inhibitors of human TCR-CD3 interaction, primary screen, biochemical, fluorescence, TAMRA-labeled TCR probe | T-cell receptor (TCR) | inhibition, % at 9.4 µM | 0.37% of 360,000 active | AID 651800, 2012; in the data active means inhibition above about 19%;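 further: recombinant mutant TCR 2C K166C tagged with TAMRA read by polarization; 0% = receptor in buffer alone and 100% = receptor with positive control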
LEDGF integ inh: blockers of LEDGF/p75-dependent integrase strand transfer – biochemical, TR-FRET, high throughput, primary screen | TR-FRET IN-LEDGF/p75 DNA integration, Eu/Cy5 | inhibition, % at 3.7 µM | 0.64% of 370,000 active | AID 743269, 2014;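 active means inhibition above the screen-wide mean plus 3 SD, cut at about 13% in these data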;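 further: signal is the Cy5 over europium emission ratio at 671 and 618 nm; 0% = plate median of compound wells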
PRMT1 FP inh: PRMT1 methyltransferase inhibitors, primary screen, biochemical, fluorescence polarization; AID 652257, 2013; Protein arginine N-methyltransferase 1 (Homo sapiens), Q99873; recombinant PRMT1, activity-based probe fluorescence polarization; 1.3% of 370,000 active; inhibition, % at 2.79 µM;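 active means inhibition above about 21% made by adding two undisclosed values, limit read from the data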
Target sequence (Q99873 whole entry, looked up): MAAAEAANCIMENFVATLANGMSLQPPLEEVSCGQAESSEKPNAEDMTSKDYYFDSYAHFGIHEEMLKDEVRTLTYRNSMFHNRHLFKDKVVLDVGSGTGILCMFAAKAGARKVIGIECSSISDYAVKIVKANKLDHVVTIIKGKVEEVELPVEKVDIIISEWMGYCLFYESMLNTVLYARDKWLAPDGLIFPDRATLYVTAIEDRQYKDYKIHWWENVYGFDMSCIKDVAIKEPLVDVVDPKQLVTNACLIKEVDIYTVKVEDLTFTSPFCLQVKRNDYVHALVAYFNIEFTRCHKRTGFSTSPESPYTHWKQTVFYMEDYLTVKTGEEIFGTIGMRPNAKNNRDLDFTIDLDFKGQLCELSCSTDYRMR
HTRA1 inh: HTRA1 serine protease inhibitors, primary screen, biochemical, fluorescence polarization, HTS | Q92743 | recombinant HTRA1, FP-rhodamine activity-based probe | inhibition, % at 5.96 µM | 0.5% of 340,000 active; in the data active means inhibition above about 36%;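 further: 0% = enzyme with DMSO and 100% = wells lacking enzyme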
PG9 binder: binders of HIV-1 gp120 antibody PG9, primary screen, biochemical, TR-FRET. HIV-1 gp120 / PG9 antibody interaction. TR-FRET gp120-PG9 antibody binding. inhibition, % at 6.7 µM. 0.43% of 360,000 active. AID 624416, 2012; in the data active means inhibition above about 8.5%
MBD2 DNA inh: inhibitors of MBD2 binding to methylated DNA, primary screen, biochemical, TR-FRET, DNA-binding domain, human; Methyl-CpG-binding domain protein 2 (Homo sapiens), Q9UBB5; MBD2 binding to methylated oligonucleotide; inhibition, % at 4.4 µM; 0.31% of 370,000 active; AID 686964, 2013; in the data active means inhibition above about 13%
rCAG binder: binders of r(CAG) RNA repeats, primary screen, biochemical, fluorescence. r(CAG) RNA repeat, TO-PRO-1 dye displacement fluorescence. AID 651821, 2012. 1.3% of 370,000 active. inhibition, % at 3 µM;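 active means inhibition above the plate cutoff, the mean of all test compounds on that plate plus 3 SD, cut at about 35% in these data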;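 further: 0% = DMSO alone and 100% = 100 µM mitoxantrone as full dye displacement; higher means more dye released from RNA so lower well fluorescence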
An asterisk follows results filed as active; · = not tested or not shown; & = joins results of further samples.

[1] COc1ccccc1-c1nnc(SCC(=O)N2CC(C)CC(C)C2)o1 (stereo not drawn)
[2] O=c1ccc2c(o1)/C(=C/C=C(Cl)Cl)CCC2
[3] O=C(C/C=N/OCc1ccc(F)cc1Cl)c1cnc(-c2ccccc2)s1
[4] N#Cc1ccc(N=c2ssnc2Cl)cc1
[5] CC1CCCCN1S(=O)(=O)c1ccc2[nH]c(=O)cc(C(=O)NCCCN3CCCCCC3)c2c1 (stereo not drawn)
[6] CCOc1ccc(CCNC(=O)c2[nH]c(C)c(C(C)=O)c2CC)cc1OCC
[7] Cc1ccccc1NC(=O)Cn1c(=O)n(CC2CCCO2)c(=O)c2ccccc21 (stereo not drawn)
[8] COc1cccc(-c2nnc(SCc3ccc(C#N)cc3)n2Cc2ccco2)c1
[9] O=C(CN1CCN(c2ccccc2F)CC1)N1N=CCC1c1ccccc1 (stereo not drawn)
[10] CCC(C(=O)OCC(=O)Nc1ccc2[nH]c(=O)[nH]c2c1)c1ccccc1 (stereo not drawn)

assay / compound	1	2	3	4	5	6	7	8	9	10
UHRF1 MBD2 ctr	-4	3	-4	0	0	0	0	-1	3	3
NR1D1 modulator	-6	-1	-1	2	-4	0	0	-4	3	-4
mABHD4 FP	4	-7	-2	7	-3	-3	0	-3	7	6
TCR CD3 inh	-7	5	-9	1	-4	4	3	7	7	2
LEDGF integ inh	2	4	3	-2	0	-3	-2	-3	-2	-5
PRMT1 FP inh	-1	4	2	91*	5	1	-1	6	-2	1
HTRA1 inh	-1	-6	-40	7&-3	7	-5	6	-9	1	-8
PG9 binder	0.0	-1.5	0.8	4.0	1.4	-2.7	-0.4	-1.5	-2.0	0.5
MBD2 DNA inh	-7	-2	-3	-1	6	0	1	-4	-1	0
rCAG binder	-9	6	13	-1	9	-6	9	-1	-6	-1

[11] COc1ccc(OC)c(NC(=O)c2cc3oc4ccccc4c3cc2O)c1
[12] O=C(N/N=C/c1cnc(N2CCOCC2)s1)c1ccccc1
[13] CCN(CC)S(=O)(=O)c1ccc(N2CCOCC2)c(NC(=O)c2ccc(NC(C)=O)cc2)c1
[14] O=C(CNCC1CCCO1)Nc1ccc([N+](=O)[O-])cc1C(=O)Nc1ccccc1F (stereo not drawn)
[15] COC(=O)c1ccc(CS(=O)(=O)c2ccc(C)cc2)cc1
[16] CS(=O)(=O)N1N=C(c2cccs2)CC1c1ccc(Cl)o1 (stereo not drawn)
[17] CCCCOc1ccc(C(=O)O)cc1
[18] O=C(Nc1ncc2c(n1)-c1ccccc1CC2)c1cccc(Cl)c1
[19] COc1ccc(-c2nc3c(c(SCC(=O)N4CCOCC4)n2)Cc2c(CO)cnc(C)c2O3)cc1
[20] O=C(Nc1cccnc1)C1CCN(S(=O)(=O)c2cccc3nonc23)CC1

assay / compound	11	12	13	14	15	16	17	18	19	20
UHRF1 MBD2 ctr	-1	-4	1	0	-1	-3	-1	-2	1	-1
NR1D1 modulator	41*	-2	7	-3	-1	1	2	-1	-3	2
mABHD4 FP	8	3	-2	5	0	-2	-12	-22	-8	4
TCR CD3 inh	5	2	-1	-5	6	2	-10	-4	1	-5
LEDGF integ inh	2	3	-1	0	-4	4	8	3	2	0
PRMT1 FP inh	0	-2	-2	2	1	1	5	2	8	1
HTRA1 inh	8	1	-5	-1	3	-3	-1	-29	-27	1
PG9 binder	1.2	-2.9	2.0	2.5	-1.1	-0.4	0.9	0.5	-1.6	-1.6
MBD2 DNA inh	0	-8	-1	3	0	-2	6	-6	-1	4
rCAG binder	8	-1	-5	2	-1	-3	1	0	28	-2

[21] CCCn1c(SCC(=O)Nc2nccs2)nnc1-c1cccnc1
[22] O=c1[nH]c(SCc2nc3ccccc3c(=O)n2-c2ccccc2C(F)(F)F)nc2ccccc12
[23] Cn1c(=O)c2[nH]c(N3CCN(c4cccc(O)c4)CC3)nc2n(C)c1=O
[24] Cc1csc(NC(=O)CSC2=NCCS2)n1
[25] CC(=O)Oc1ccccc1Cn1c(C)c(C(=O)NCc2cccc([N+](=O)[O-])c2)sc1=O
[26] CC(C)CCNC(=O)NC(=O)CSc1nnc2ccccn12
[27] CC(=O)NC1C(OCCOc2ccc(Cl)cc2Cl)OC(COC(C)=O)C(OC(C)=O)C1OC(C)=O (stereo not drawn)
[28] CCc1ccc(C2CC(=O)NC(SCC(=O)OC(C)C)=C2C#N)cc1 (stereo not drawn)
[29] Cc1cc(C(=O)CN2C(=O)C(=O)N(C)C2=O)c(C)n1-c1cccc(S(=O)(=O)N2CCOCC2)c1
[30] CC(=O)N1c2ccccc2N=C(c2ccc3c(c2)OCO3)C1C(=O)NCc1ccccc1 (stereo not drawn)

assay / compound	21	22	23	24	25	26	27	28	29	30
UHRF1 MBD2 ctr	-5	2	0	3	0	-1	0	-3	-3	7
NR1D1 modulator	5	1	-37	-1	2	2	0	-3	-4	5
mABHD4 FP	0	-19	4	10	1	-1	-3	0	0	-1
TCR CD3 inh	3	5	8	-7	5	1	-1	10	-3	-8
LEDGF integ inh	2	0	2	0	2	1	9	0	2	-1
PRMT1 FP inh	2	-1	3	0	0	-2	-3	-5	-5	-2
HTRA1 inh	-1	-18	5	0	·	-2	3	-6	0	·
PG9 binder	-1.5	-0.7	-1.5	-1.9	-0.6	-0.7	-0.7	0.5	-0.1	0.6
MBD2 DNA inh	-4	-2	-4	-3	-2	-3	-1	0	-7	0
rCAG binder	-3	4	-2	0	1	-2	-4	0	7	4

[31] O=C(c1ccccc1SCc1ccccc1)N1CCCCCC1
[32] NCCCCCc1nnc(SCc2cccc(Cl)c2)o1
[33] CNC(=S)N(CCN(C)C)Cc1cc2cc3c(cc2[nH]c1=O)OCO3
[34] N#Cc1c(-c2ccc(Cl)cc2)c(C#N)c(=O)n(N)c1N
[35] O=C(O)CSc1c(-c2ccccc2)[nH]c2ccccc12
[36] O=c1cc(-c2ccccc2)[nH]c2cc(Cl)ccc12
[37] COc1ccccc1NS(=O)(=O)c1ccc2oc(SCc3ccc(C#N)cc3)nc2c1
[38] ON=C1CCN(c2ncc(C(F)(F)F)cc2Cl)CC1
[39] CC(C)(C)c1nc(NCC2CCCO2)c2nnn(Cc3ccccc3)c2n1 (stereo not drawn)
[40] COc1ccc(C(C)(NC(C)=O)c2nc(/C=C/c3ccccc3)cs2)cc1 (stereo not drawn)
[41] Cc1ccccc1P(=O)(CO)c1ccccc1C
[42] C[C@@H]1CN([C@@H](C)CO)C(=O)CCCn2cc(nn2)CO[C@H]1CN(C)C(=O)Nc1cccc2ccccc12
[43] Cn1ccc2c(N(Cc3ccccc3)Cc3ccccc3)cc3c(c21)C1CCC3C1 (stereo not drawn)

assay / compound	31	32	33	34	35	36	37	38	39	40	41	42	43
UHRF1 MBD2 ctr	-1	2	-4	2	2	1	3	0	2	0	0	-1	-6
NR1D1 modulator	5	-5	-2	6	-1	-5	3	2	7	-4	8	0	7
mABHD4 FP	7	5	-2	-2	-4	5	-12	-4	2	-7	1	0	19
TCR CD3 inh	8	-3	0	1	2	-2	-5	-4	-2	0	-10	-3	3
LEDGF integ inh	1	2	0	-3	1	2	-1	-3	-1	-4	4	3	6
PRMT1 FP inh	-2	-3	-2	1	0	1	-1	3	-3	2	1	2	-1
HTRA1 inh	-2	-4	-2	3	0	-8	-2	-4	1	·	1	·	·
PG9 binder	-0.9	0.4	1.3	-0.4	-5.2	-1.0	-0.3	0.1	1.9	0.2	-0.5	0.4	-0.7
MBD2 DNA inh	-5	-4	1	2	0	3	9	3	2	1	3	1	-6
rCAG binder	-7	6	3	-2	1	1	1	2	-5	1	-3	2	5

7 of these compounds, reformatted.
# | mol | UHRF1 MBD2 ctr | NR1D1 modulator | mABHD4 FP | TCR CD3 inh | LEDGF integ inh | PRMT1 FP inh | HTRA1 inh | PG9 binder | MBD2 DNA inh | rCAG binder
37 | COc1ccccc1NS(=O)(=O)c1ccc2oc(SCc3ccc(C#N)cc3)nc2c1 | 3 | 3 | -12 | -5 | -1 | -1 | -2 | -0.3 | 9 | 1
38 | ON=C1CCN(c2ncc(C(F)(F)F)cc2Cl)CC1 | 0 | 2 | -4 | -4 | -3 | 3 | -4 | 0.1 | 3 | 2
39 | CC(C)(C)c1nc(NCC2CCCO2)c2nnn(Cc3ccccc3)c2n1 (stereo not drawn) | 2 | 7 | 2 | -2 | -1 | -3 | 1 | 1.9 | 2 | -5
40 | COc1ccc(C(C)(NC(C)=O)c2nc(/C=C/c3ccccc3)cs2)cc1 (stereo not drawn) | 0 | -4 | -7 | 0 | -4 | 2 | · | 0.2 | 1 | 1
41 | Cc1ccccc1P(=O)(CO)c1ccccc1C | 0 | 8 | 1 | -10 | 4 | 1 | 1 | -0.5 | 3 | -3
42 | C[C@@H]1CN([C@@H](C)CO)C(=O)CCCn2cc(nn2)CO[C@H]1CN(C)C(=O)Nc1cccc2ccccc12 | -1 | 0 | 0 | -3 | 3 | 2 | · | 0.4 | 1 | 2
43 | Cn1ccc2c(N(Cc3ccccc3)Cc3ccccc3)cc3c(c21)C1CCC3C1 (stereo not drawn) | -6 | 7 | 19 | 3 | 6 | -1 | · | -0.7 | -6 | 5

A portion of the library; the hit share may differ from the screen's.
